Compound activity (PubChem BioAssay)
SRC2 inh: inhibition of GAL4-SRC2 driven luciferase reporter, primary screen, SRC2 inhibitor project, cell-based, luminescence; AID 651957, 2012; inhibition, % at 9 µM; HEK293 GAL4-SRC2 luciferase reporter; 0.17% of 370,000 active;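 active = inhibition above the mean inhibition of all tested compounds plus 3 SD, set per campaign, cut at about 52% in these data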;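 also: 0% = DMSO treated cells and 100% = cells given Gossypol at 36 µM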
EBV LMP1 NFkB: EBV LMP1-driven NF-kappaB luciferase reporter inhibitors, primary screen, cell-based, luminescence, single point | LMP1-induced NF-kappaB luciferase reporter cells | inhibition, % at 12.5 µM | 0.69% of 350,000 active | AID 504558, 2011; in the data active = inhibition above about 41%;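 also: 0% = neutral control wells and 100% = reference inhibitor control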
NCOA1 inh: SRC1 coactivator transcriptional activity inhibitors, primary screen, cell-based, luminescence; Nuclear receptor coactivator 1 (Homo sapiens), Q15788; inhibition, % at 3.6 µM; HEK293 GAL4-SRC1 luciferase reporter; 0.12% of 360,000 active;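 active = inhibition above the campaign mean plus 3 SD, with each screening campaign given its own cutoff, cut at about 60% in these data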;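 also: 0% = DMSO treated cells and 100% = gossypol at 36 µM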
TROY signal inh: inhibitors of TROY-driven NF-kB signaling, primary screen, Q293 LMP1-TROYcd cells, NF-kB luciferase, uHTS; Q293 LMP1-TROYcd NF-kB luciferase reporter, 4 h; inhibition, % at 10 µM; 0.98% of 360,000 active; AID 1347056, 2019;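 active = compounds whose plate-normalised and pattern-corrected inhibition of the luciferase reporter signal at the single screening dose is 50% or more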
TWEAK-Fn14 inh: inhibitors of TWEAK-Fn14 signaling, primary screen, luciferase reporter cells, uHTS | TWEAK-stimulated Fn14 reporter cells, luciferase luminescence, 8 h | inhibition, % at 10 µM | 2% of 360,000 active | AID 1159606, 2016; in the data active = inhibition above about 50%
SRC3 inh: SRC3 coactivator transcriptional activity inhibitors, primary screen, cell-based, luminescence. Nuclear receptor coactivator 3 (Homo sapiens), Q9Y6Q9. HEK293 GAL4-SRC3 luciferase reporter. inhibition, % at 3.6 µM. 0.17% of 360,000 active. AID 588352, 2011;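 active = inhibition above a per-campaign cutoff, the mean of all compounds plus 3 SD, cut at about 60% in these data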;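 also: 0% = DMSO-treated cells and 100% = gossypol-treated cells at 36 µM; higher means less SRC3-driven luciferase light from the GAL4 reporter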
Target sequence (Q9Y6Q9 whole entry, looked up, the tested form may be a part): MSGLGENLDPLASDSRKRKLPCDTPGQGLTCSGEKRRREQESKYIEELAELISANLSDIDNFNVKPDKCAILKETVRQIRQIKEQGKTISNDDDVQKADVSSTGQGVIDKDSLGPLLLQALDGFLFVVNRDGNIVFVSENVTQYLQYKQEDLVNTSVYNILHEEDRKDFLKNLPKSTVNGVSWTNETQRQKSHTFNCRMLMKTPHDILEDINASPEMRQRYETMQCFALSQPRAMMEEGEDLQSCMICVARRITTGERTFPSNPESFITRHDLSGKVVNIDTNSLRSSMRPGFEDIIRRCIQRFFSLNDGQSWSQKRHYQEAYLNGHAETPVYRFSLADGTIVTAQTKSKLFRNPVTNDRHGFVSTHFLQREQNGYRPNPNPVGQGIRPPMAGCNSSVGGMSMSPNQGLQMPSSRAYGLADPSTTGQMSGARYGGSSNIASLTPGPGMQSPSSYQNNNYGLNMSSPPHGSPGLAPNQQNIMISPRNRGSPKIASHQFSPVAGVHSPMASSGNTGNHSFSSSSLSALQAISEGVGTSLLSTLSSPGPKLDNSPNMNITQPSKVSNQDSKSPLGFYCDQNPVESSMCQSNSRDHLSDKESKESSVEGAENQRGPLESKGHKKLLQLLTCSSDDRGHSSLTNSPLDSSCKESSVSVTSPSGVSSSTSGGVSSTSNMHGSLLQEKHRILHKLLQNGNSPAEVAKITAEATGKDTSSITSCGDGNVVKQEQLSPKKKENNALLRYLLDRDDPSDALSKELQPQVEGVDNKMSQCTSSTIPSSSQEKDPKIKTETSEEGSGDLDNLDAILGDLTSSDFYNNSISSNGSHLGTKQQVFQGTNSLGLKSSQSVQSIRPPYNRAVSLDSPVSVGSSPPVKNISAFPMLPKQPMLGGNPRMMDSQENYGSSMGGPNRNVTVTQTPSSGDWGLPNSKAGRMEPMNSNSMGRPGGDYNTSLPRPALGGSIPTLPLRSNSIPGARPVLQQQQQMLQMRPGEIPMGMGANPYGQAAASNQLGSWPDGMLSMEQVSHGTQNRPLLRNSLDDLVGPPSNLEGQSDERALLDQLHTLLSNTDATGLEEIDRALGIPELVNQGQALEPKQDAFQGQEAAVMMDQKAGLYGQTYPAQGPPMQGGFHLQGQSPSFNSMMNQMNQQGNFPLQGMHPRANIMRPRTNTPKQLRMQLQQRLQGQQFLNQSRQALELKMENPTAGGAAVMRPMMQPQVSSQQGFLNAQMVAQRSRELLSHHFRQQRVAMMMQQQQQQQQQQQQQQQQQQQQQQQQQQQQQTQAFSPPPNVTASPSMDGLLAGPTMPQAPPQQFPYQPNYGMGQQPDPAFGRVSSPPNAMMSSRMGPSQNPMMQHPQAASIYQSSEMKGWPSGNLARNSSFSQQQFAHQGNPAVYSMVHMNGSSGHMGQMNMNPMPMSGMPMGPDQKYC
NR5A2 inv ag: LRH-1 (NR5A2) inverse agonists, primary screen, cell-based, luminescence, HEK293T, StAR-luciferase reporter | Nuclear receptor subfamily 5 group A member 2 (Homo sapiens), O00482 | LRH-1 transfected, 24 h | 0.13% of 360,000 active | inhibition, % at 3.6 µM;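 active = inhibition above the mean inhibition of all tested compounds plus 3 SD, cut at about 73% in these data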;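 also: 0% = DMSO wells and 100% = reporter-only cells lacking LRH-1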
CF NFkB inh: inhibitors of PAF-induced NF-kB signaling, primary screen, cell-based, GFP fluorescence, uHTS. KKLEB NF-kB-GFP reporter, GFP fluorescence overnight. inhibition, % at 5 µM. 0.86% of 360,000 active;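 active = at least 50% inhibition at 5 µM, scaled per plate between neutral and stimulator controls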;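 also: PAF is a Pseudomonas aeruginosa culture filtrate used as stimulus; plate controls were PAF-stimulated DMSO wells for no effect and unstimulated DMSO wells for full effect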
COUP-TFII inh: NR2F2 transcriptional activity inhibitors, primary screen, cell-based, luciferase reporter, HEK293T, luminescence. COUP transcription factor 2 (Homo sapiens), P24468. HEK293T NGFI-A luciferase reporter. inhibition, % at 8.6 µM. 0.7% of 370,000 active. AID 686940, 2013;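 active = inhibition above a per-plate cutoff, mean inhibition of test wells between control levels plus 3 SD, cut at about 38% in these data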;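 also: cells cotransfected with COUP-TFII expression vector driving the NGFI-A reporter; 0% = median of COUP-TF2 test wells and 100% = reporter-only cells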
C8 TRAIL sens: viability loss with TRAIL in NB7+C8 cells, primary screen, TRAIL sensitizer project, cell-based, ATPlite luminescence | inhibition (viability loss, TRAIL sensitization), % at 10 µM | 1% of 360,000 active | AID 624354, 2012;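 active = compounds causing at least 50% loss of cell viability in the single-dose screen, relative to plate controls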
KKLEB cytotox: cytotoxicity in KKLEB CF airway cells, primary screen, cytotoxicity control for CF NF-kB inhibitor project, cell-based, uHTS, fluorescence assay plates | KKLEB CF airway cells viability, ATPlite luminescence, overnight; stronger effect = lower value; cells stimulated with P. aeruginosa culture filtrate | activity change (cytotoxicity), % at 5 µM | 0.36% of 360,000 active;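 active = corrected activity change at or below -50% at 5 µM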
* marks the source's active call; other numbers are inactive results.

Screening COc1ccc(Cn2c(O)c(C=Nc3ccc(O)cc3)c3ccccc3c2=O)cc1 returned SRC2 inh -26, EBV LMP1 NFkB 10, NCOA1 inh -2, TROY signal inh 23, TWEAK-Fn14 inh 41, SRC3 inh 3, NR5A2 inv ag -21, CF NFkB inh -37, COUP-TFII inh -25, C8 TRAIL sens -6 and KKLEB cytotox 9.
Screening COc1cc([C@H]2[C@@H]3CCCC[C@]3(O)CCN2Cc2ccccc2F)ccc1O returned SRC2 inh -6, EBV LMP1 NFkB 7, NCOA1 inh 11, TROY signal inh 3, TWEAK-Fn14 inh 3, SRC3 inh -4, NR5A2 inv ag -3, CF NFkB inh 22, COUP-TFII inh 17, C8 TRAIL sens -1 and KKLEB cytotox -4.
For NCCNC(=O)Cn1c(=O)c2c3c(sc2n(Cc2ccccc2)c1=O)CCCC3 the results were SRC2 inh 14, EBV LMP1 NFkB 5, NCOA1 inh 4, TROY signal inh 2, TWEAK-Fn14 inh 8, SRC3 inh -23, NR5A2 inv ag 13, CF NFkB inh -29, COUP-TFII inh -18, C8 TRAIL sens 5 and KKLEB cytotox 2.
Screening Cc1[nH]c2ccccc2c1NC(=O)CN1CCN(C(=O)c2ccco2)CC1 returned SRC2 inh -5, NCOA1 inh 6, TROY signal inh -98, TWEAK-Fn14 inh 9, SRC3 inh -22, NR5A2 inv ag 10, CF NFkB inh -1, COUP-TFII inh 7, C8 TRAIL sens 5 and KKLEB cytotox -6.
COc1cc(-c2nn3c(-c4ccccc4)nnc3s2)cc(OC)c1OC was read as SRC2 inh -17, EBV LMP1 NFkB 13, NCOA1 inh 5, TROY signal inh -7, TWEAK-Fn14 inh -27, SRC3 inh -2, NR5A2 inv ag 24, CF NFkB inh -4, COUP-TFII inh 3, C8 TRAIL sens -1 and KKLEB cytotox -11.
For COc1cccc(Nc2ncccc2C(=O)Nc2ccccc2)c1 the results were SRC2 inh 16, EBV LMP1 NFkB -2, NCOA1 inh 4, TROY signal inh -8, TWEAK-Fn14 inh -3, SRC3 inh 1, NR5A2 inv ag -1, CF NFkB inh 5, COUP-TFII inh 1, C8 TRAIL sens -5 and KKLEB cytotox -2.
`Cc1occc1C(=O)N/N=C/C=C/c1ccccc1` gave SRC2 inh -69, EBV LMP1 NFkB -30, NCOA1 inh -79, TROY signal inh -54, TWEAK-Fn14 inh -10, SRC3 inh -58, NR5A2 inv ag -161, CF NFkB inh 1, COUP-TFII inh -55, C8 TRAIL sens -4 and KKLEB cytotox 3.
Screening COc1ccc(NC(=O)CCS(=O)(=O)c2cccc3nonc23)c(OC)c1 returned SRC2 inh -1, EBV LMP1 NFkB -9, NCOA1 inh 3, TROY signal inh 2, TWEAK-Fn14 inh 3, SRC3 inh 8, NR5A2 inv ag 4, CF NFkB inh 4, COUP-TFII inh 0, C8 TRAIL sens -10 and KKLEB cytotox 2.
CCOC(=O)CNC(=O)COc1coc(CN2CCN(c3ccccc3)CC2)cc1=O was read as SRC2 inh 8, EBV LMP1 NFkB -2, NCOA1 inh 3, TROY signal inh -3, TWEAK-Fn14 inh 6, SRC3 inh 13, NR5A2 inv ag 6, CF NFkB inh 6, COUP-TFII inh 8, C8 TRAIL sens -10 and KKLEB cytotox -8.
For S=c1nc[nH]c2c1sc1nc(-c3ccccc3)c3c(c12)CCCC3 the results were SRC2 inh 16, EBV LMP1 NFkB 12, NCOA1 inh 12, TROY signal inh 19, TWEAK-Fn14 inh 5, SRC3 inh 13, NR5A2 inv ag -10, CF NFkB inh 10, COUP-TFII inh 13, C8 TRAIL sens -13 and KKLEB cytotox 14.
Screening CCS(=O)(=O)c1nc(S(=O)(=O)c2ccc(Cl)cc2)c(NCCCN2CCOCC2)s1 returned SRC2 inh 1, EBV LMP1 NFkB -3, NCOA1 inh 2, TROY signal inh 11, TWEAK-Fn14 inh 27, SRC3 inh -2, NR5A2 inv ag 0, CF NFkB inh 1, COUP-TFII inh 11, C8 TRAIL sens 2 and KKLEB cytotox 11.
`CCOCc1nnc(NC(=O)c2ccc3c(c2)OCO3)s1` gave SRC2 inh -20, EBV LMP1 NFkB -9, NCOA1 inh -75, TROY signal inh -47, TWEAK-Fn14 inh -4, SRC3 inh -33, NR5A2 inv ag -82, CF NFkB inh -11, COUP-TFII inh -15, C8 TRAIL sens 6 and KKLEB cytotox 4.
O=C(Nc1ccnn1C1CCN(C(=O)c2ccc(F)cc2)CC1)C1CCOC1 (centres undefined) was read as SRC2 inh 4, EBV LMP1 NFkB -9, NCOA1 inh -10, TROY signal inh -10, TWEAK-Fn14 inh 3, SRC3 inh -9, NR5A2 inv ag 15, CF NFkB inh 11, COUP-TFII inh 7, C8 TRAIL sens -5 and KKLEB cytotox 11.
`CC(C)COc1ccc(C(=O)Nc2ccc(NC(=O)c3ccco3)c(Cl)c2)cc1` gave SRC2 inh -25, EBV LMP1 NFkB -4, NCOA1 inh 6, TROY signal inh -49, TWEAK-Fn14 inh -39, SRC3 inh -32, NR5A2 inv ag -18, CF NFkB inh -9, COUP-TFII inh 5, C8 TRAIL sens 12 and KKLEB cytotox 9.
Screening CSc1sc(C(=O)NCC2CC2)c(-c2cccs2)c1C#N returned SRC2 inh 0, EBV LMP1 NFkB 2, NCOA1 inh 19, TROY signal inh -4, TWEAK-Fn14 inh -10, SRC3 inh 22, NR5A2 inv ag 24, CF NFkB inh 8, COUP-TFII inh 32, C8 TRAIL sens -5 and KKLEB cytotox 2.
`O=C(CC1CCCCC1)Nc1ccc(-c2ccc3nncn3n2)cc1` gave SRC2 inh 5, EBV LMP1 NFkB -13, NCOA1 inh -2, TROY signal inh -1, TWEAK-Fn14 inh -23, SRC3 inh 5, NR5A2 inv ag 2, CF NFkB inh -22, COUP-TFII inh -32, C8 TRAIL sens -15 and KKLEB cytotox 14.
O=C(CSc1nnc(NC(=O)C2CC2)s1)NCc1ccccc1 was read as SRC2 inh -17, EBV LMP1 NFkB -7, NCOA1 inh -30, TROY signal inh 26, TWEAK-Fn14 inh 13, SRC3 inh -7, NR5A2 inv ag -6, CF NFkB inh -1, COUP-TFII inh -8, C8 TRAIL sens 1 and KKLEB cytotox -10.
Screening COc1cc(CN2CCN(CCCc3ccccc3)CC2CCO)cc(OC)c1 (centres undefined) returned SRC2 inh -25, EBV LMP1 NFkB 9, NCOA1 inh -20, TROY signal inh 20, TWEAK-Fn14 inh -5, SRC3 inh 8, NR5A2 inv ag 7, CF NFkB inh -12, COUP-TFII inh 15, C8 TRAIL sens -3 and KKLEB cytotox -10.
`CC1(C)CC(=O)c2c(O)c(-c3ccccc3)c(=O)n(-c3ccccc3)c2C1` gave SRC2 inh 14, EBV LMP1 NFkB 1, NCOA1 inh 4, TROY signal inh 3, TWEAK-Fn14 inh -7, SRC3 inh 0, NR5A2 inv ag 2, CF NFkB inh 15, COUP-TFII inh -1, C8 TRAIL sens -1 and KKLEB cytotox -5.
For CS(=O)(=O)c1ccc(Cl)c(C(=O)NC2CCSc3ccccc32)c1 (centres undefined) the results were SRC2 inh 17, EBV LMP1 NFkB 5, NCOA1 inh -32, TROY signal inh 18, TWEAK-Fn14 inh 10, SRC3 inh -12, NR5A2 inv ag 25, CF NFkB inh -12, COUP-TFII inh 19, C8 TRAIL sens -4 and KKLEB cytotox 1.
Screening COc1cc(CCC(=O)NCC2CCCO2)cc(OC)c1OC (centres undefined) returned SRC2 inh 13, EBV LMP1 NFkB -1, NCOA1 inh 0, TROY signal inh -7, TWEAK-Fn14 inh 6, SRC3 inh 12, NR5A2 inv ag 2, CF NFkB inh 0, COUP-TFII inh 12, C8 TRAIL sens 3 and KKLEB cytotox 5.
O=C(Nc1ccccc1)C12CC3CC(C1)CC(n1cnc([N+](=O)[O-])n1)(C3)C2 was read as SRC2 inh -29, EBV LMP1 NFkB 3, NCOA1 inh -19, TROY signal inh -5, TWEAK-Fn14 inh 6, SRC3 inh 2, NR5A2 inv ag -2, CF NFkB inh -1, COUP-TFII inh 11, C8 TRAIL sens 5 and KKLEB cytotox 2.
Screening CCCNc1c(NS(=O)(=O)c2c(F)c(F)c(F)c(F)c2F)c(=O)oc2ccccc12 returned SRC2 inh 2, EBV LMP1 NFkB -1, NCOA1 inh -13, TROY signal inh 2, TWEAK-Fn14 inh 23, SRC3 inh 5, NR5A2 inv ag -10, CF NFkB inh 2, COUP-TFII inh -3, C8 TRAIL sens -20 and KKLEB cytotox 10.
Screening Cc1cccc(NS(=O)(=O)c2cc(C(=O)OC(C)C(=O)NCc3ccc4c(c3)OCO4)ccc2C)c1 (centres undefined) returned SRC2 inh 1, EBV LMP1 NFkB 5, NCOA1 inh -18, TROY signal inh 29, TWEAK-Fn14 inh 53*, SRC3 inh 21, NR5A2 inv ag -5, CF NFkB inh 6, COUP-TFII inh 13, C8 TRAIL sens 8 and KKLEB cytotox -3.
COc1ccc(-n2nc(C(=O)NCC(=O)NCCC3=CCCCC3)c3ccccc3c2=O)cc1 was read as SRC2 inh -6, EBV LMP1 NFkB -7, NCOA1 inh -9, TROY signal inh 12, TWEAK-Fn14 inh 27, SRC3 inh 5, NR5A2 inv ag 4, CF NFkB inh -10, COUP-TFII inh 10, C8 TRAIL sens 5 and KKLEB cytotox -2.
Cc1ccc(C(=O)c2sc3nsc(C)c3c2N)cc1 was read as SRC2 inh -66, EBV LMP1 NFkB -27, NCOA1 inh -74, TROY signal inh -93, TWEAK-Fn14 inh 30, SRC3 inh -94, NR5A2 inv ag -113, CF NFkB inh -20, COUP-TFII inh -33, C8 TRAIL sens 7 and KKLEB cytotox 1.
`COc1ccccc1CCNC(=O)C(=O)NCC1OCCN1S(=O)(=O)c1ccc2c(c1)OCCO2` (centres undefined) gave SRC2 inh 7, EBV LMP1 NFkB 0, NCOA1 inh -1, TROY signal inh 6, TWEAK-Fn14 inh -12, SRC3 inh -5, NR5A2 inv ag -5, CF NFkB inh -8, COUP-TFII inh 13, C8 TRAIL sens -2 and KKLEB cytotox 8.

Quoted from the results shown (2 entries):
Cc1ccc(C(=O)c2sc3nsc(C)c3c2N)cc1 was read as SRC2 inh -66, EBV LMP1 NFkB -27, NCOA1 inh -74, TROY signal inh -93, TWEAK-Fn14 inh 30, SRC3 inh -94, NR5A2 inv ag -113, CF NFkB inh -20, COUP-TFII inh -33, C8 TRAIL sens 7 and KKLEB cytotox 1.
`COc1ccccc1CCNC(=O)C(=O)NCC1OCCN1S(=O)(=O)c1ccc2c(c1)OCCO2` (centres undefined) gave SRC2 inh 7, EBV LMP1 NFkB 0, NCOA1 inh -1, TROY signal inh 6, TWEAK-Fn14 inh -12, SRC3 inh -5, NR5A2 inv ag -5, CF NFkB inh -8, COUP-TFII inh 13, C8 TRAIL sens -2 and KKLEB cytotox 8.
